Bioassay records from PubChem.
Scp-1 inhibitor = inhibitors of human Scp-1 phosphatase; Q9GZU7; inhibition, % at 20 µM; Recombinant Scp1, phosphopeptide, malachite green phosphate absorbance; hit rate 0.88% among 340,000;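 active means inhibition above about 50% at 20 µM, limit read from the data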;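 further: plate controls were DMSO wells with enzyme for no effect and wells lacking enzyme for full effect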
Target sequence (Q9GZU7 76-261 limits assumed): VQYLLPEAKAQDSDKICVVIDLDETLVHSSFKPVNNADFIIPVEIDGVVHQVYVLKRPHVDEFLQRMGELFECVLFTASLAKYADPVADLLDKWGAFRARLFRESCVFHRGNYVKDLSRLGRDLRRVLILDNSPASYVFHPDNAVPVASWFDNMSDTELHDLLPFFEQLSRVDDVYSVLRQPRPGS
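Test system: SCP-1 phosphatase catalytic domain, residues 76-261 | Compound dosing: One concentration, 20 µM, with 1.0% DMSO | Schedule: 45 min room-temperature reaction, 5 min colour, 30 min stabiliser | Detection: Absorbance at 630 nm | Read-out basis: % inhibition of SCP-1 phosphate liberation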
DNMT1 inh = inhibitors of human DNMT1; P26358; DNMT1 molecular beacon, Hinp1I cleavage, fluorescence; inhibition (reported as % activation of signal), % at 10 µM; hit rate 0.83% among 360,000; AID 588458; in the data active means inhibition above about 50%
Neddyl block = cullin neddylation inhibition; hit rate 0.58% among 360,000; TR-FRET cullin neddylation, biochemical; P61081+Q13564; AID 651699; calls only at 25 µM; in the data active means inhibition above about 36%
NadD block = inhibitors of Staphylococcus aureus NadD; inhibition, % at 20 µM; purified NadD enzyme, colorimetric absorbance read-out; hit rate 0.78% among 360,000; in the data active means inhibition above about 26%; further: some compounds past the cut are filed as inactive
LMPTP block = blocks human LMPTP phosphatase; inhibition, % at 20 µM; recombinant LMPTP-A, OMFP fluorogenic substrate, fluorescence intensity; AID 651560; P24666; hit rate 0.22% among 360,000;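 active means compounds that cut the enzyme signal by at least half of the control window in the single-dose screen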;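 further: plate controls were DMSO wells with enzyme plus substrate for no effect and substrate without enzyme for full effect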
Target sequence (P24666 whole entry, looked up): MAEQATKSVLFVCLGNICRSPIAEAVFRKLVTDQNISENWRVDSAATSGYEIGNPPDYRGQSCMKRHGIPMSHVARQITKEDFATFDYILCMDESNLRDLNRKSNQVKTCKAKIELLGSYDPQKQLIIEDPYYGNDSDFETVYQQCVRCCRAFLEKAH
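Test system: LMPTP-A, protein tyrosine phosphatase of low molecular weight; Input: 0.625 nM enzyme; Incubation: 50 min dark incubation at room temperature; Signal: endpoint fluorescence intensity from OMFP dephosphorylation; Read-out basis: % inhibition versus control wells.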
NRP1-CendR mod = NRP-1/CendR interaction modulation; FAM-RPARPAR peptide binding to NRP-1, fluorescence polarization; O14786; AID 602438; inhibition, % at 25 µM; hit rate 0.85% among 360,000;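 active means inhibition or corrected inhibition above about 18%, plus a signal ratio from 0.5 to 1.5, limit read from the data, passing the limit was not always enough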; further: strong numbers were not always called active
SUMO1 PPI mod = alters human SUMO1 binding to SIM partners; hit rate 0.33% among 360,000; SUMO1 binding to a labelled peptide, TR-FRET, 1 h; P63165; inhibition, % at 20 µM; in the data active means inhibition above about 37%
Target sequence (P63165 whole entry, looked up): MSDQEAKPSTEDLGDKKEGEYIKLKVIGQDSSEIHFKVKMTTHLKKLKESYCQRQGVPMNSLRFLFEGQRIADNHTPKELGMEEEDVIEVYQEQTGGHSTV
SKN-1 inh = C. elegans SKN-1 inhibition; C. elegans VP596 Pgst-4::GFP/RFP ratio, acrylamide-induced, 24 h; inhibition, % at 21.8 µM; hit rate 0.49% among 360,000;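 active means interference check ratio from 0.5 to 1.5 plus GFP to RFP signal ratio inhibition reaching or exceeding a fixed threshold, cut at about 30% in these data, passing the limit was not always enough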; further: some compounds called inactive have numbers as strong as hits
STEP block = STEP (human) phosphatase inhibition; P54829; recombinant STEP, OMFP fluorogenic substrate, fluorescence; inhibition, % at 20 µM; hit rate 0.25% among 360,000; AID 588621;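 active means inhibition at 20 µM, scaled per plate between control wells, above about 37%, limit read from the data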;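 further: 0% = DMSO with enzyme and substrate and 100% = substrate only without enzyme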
Target sequence (P54829 whole entry, looked up): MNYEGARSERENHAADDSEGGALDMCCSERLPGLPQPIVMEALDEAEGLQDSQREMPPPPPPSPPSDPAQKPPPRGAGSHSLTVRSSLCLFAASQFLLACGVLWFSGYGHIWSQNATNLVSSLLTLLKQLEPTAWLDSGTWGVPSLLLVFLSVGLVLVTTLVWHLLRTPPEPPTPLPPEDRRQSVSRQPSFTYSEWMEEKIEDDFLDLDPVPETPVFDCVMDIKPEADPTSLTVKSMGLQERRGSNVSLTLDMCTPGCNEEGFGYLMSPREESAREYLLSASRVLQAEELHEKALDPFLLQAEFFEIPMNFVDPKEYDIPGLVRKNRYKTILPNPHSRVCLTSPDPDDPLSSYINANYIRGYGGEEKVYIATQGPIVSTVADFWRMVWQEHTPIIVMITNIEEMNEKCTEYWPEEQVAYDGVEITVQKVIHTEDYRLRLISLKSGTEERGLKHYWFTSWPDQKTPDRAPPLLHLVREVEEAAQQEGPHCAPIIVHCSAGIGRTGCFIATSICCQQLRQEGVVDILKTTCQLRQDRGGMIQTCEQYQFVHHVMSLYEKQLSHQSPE
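System: isolated STEP enzyme; schedule: 20 min enzyme reaction at room temperature, protected from light; medium: Bis-Tris buffer pH 6.0, 2.5 mM DTT, 0.005% Tween 20; signal: fluorescence, 480/540 nm; dosing: single compound dose of 20 µM, 1% DMSO final; also added: OMFP substrate, 25 µM final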
Tb MetRS inh = Trypanosoma brucei MetRS inhibition; purified T. brucei MetRS, ATP depletion, Kinase-Glo luminescence; hit rate 0.4% among 360,000; inhibition, % at 11.9 µM;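 active means inhibition above a per-plate cutoff of the control wells' mean inhibition plus 3 SD, cut at about 5.5% in these data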;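 further: 0% = DMSO wells median and 100% = median of wells with control inhibitor compound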
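Material: T. brucei methionyl-tRNA synthetase, purified; reagent: substrates ATP, L-methionine and bulk Escherichia coli tRNA; dosing: 11.9 µM single point; timing: 15 min plus 2 h at 25 °C; detection: luminescence of leftover ATP; evaluation: % inhibition; control set: DMSO-only wells as low control; replicates: singlicate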
The depositor's hits bear a star; i = inactive; x = not tested or not shown.

SMILES | Scp-1 inhibitor | DNMT1 inh | Neddyl block | NadD block | LMPTP block | NRP1-CendR mod | SUMO1 PPI mod | SKN-1 inh | STEP block | Tb MetRS inh
O=C(Nc1cccc(S(=O)(=O)NC2=NCCC2)c1)c1ccc(=O)[nH]c1 | 6 | 5 | i | -8 | -1.0 | 19 | 2 | 5 | -2 | 0.1
COc1cc2ccc(=O)oc2c(O)c1O | -1 | 15 | i | -5 | -0.9 | -35 | -12 | 1 | 1 | -2.1
COc1ccc(C(=O)N[C@H](C(=O)OCc2cc(=O)oc3cc(C)ccc23)C(C)C)cc1 | -1 | -2 | i | -3 | -0.8 | 0 | 1 | -1 | 0 | -0.5
O=C(O)CN1CCN(Cc2ccccc2)C1=O | -8 | -1 | i | 1 | -0.4 | 2 | 8 | 14 | -1 | 0.0
CCOc1ccccc1OCCCC(=O)NNC(=O)c1nn(C)c(=O)c2ccccc12 | -10 | 1 | i | 2 | -0.6 | 0 | -4 | -2 | -2 | -0.2
CCOC(=O)C(NC(=O)CC(C)C)(Nc1cc(C)on1)C(F)(F)F (centres undefined) | -2 | -1 | i | 3 | -0.5 | -4 | -3 | 10 | 2 | -0.4
Cc1ccc(/C=C/C(=O)NCCCc2ccccc2)cc1 | -40 | 0 | i | -2 | 1.0 | 4 | -6 | 5 | 2 | -0.1
CC(C)c1nc2sc3c(c2c(=O)n1N)CC(C)(C)OC3 | -7 | 1 | i | 0 | -0.4 | 16 | -3 | 9 | -3 | -1.3
CCc1nnc(NS(=O)(=O)c2ccc(NC(=O)/C=C/c3ccc(OC)cc3OC)cc2)s1 | -6 | -10 | i | 25 | 1.3 | -22 | 15 | -11 | -5 | -0.9
COc1cc(OC)cc(C(=O)Nc2cccc(-c3ccc(N4CCOCC4)nn3)c2)c1 | -6 | -4 | i | 2 | 1.2 | 5 | -6 | -12 | 2 | -0.5
COc1ccc(/C=C(/NC(=O)c2ccc(OC)c(OC)c2)C(=O)NCCCn2ccnc2)cc1 | -8 | 2 | i | -4 | -4.4 | 0 | 2 | -10 | -3 | -1.1
COCCn1c(CCC(=O)O)ccc1-c1cccs1 | 3 | 1 | i | 1 | 1.0 | -6 | -4 | -1 | 5 | -1.3
Cc1ccc(C)c(NC(=O)c2ccc3c(c2)N(Cc2ccc(F)cc2)C(=O)CS3=O)c1 (centres undefined) | -15 | -7 | i | 1 | -0.2 | 6 | 5 | 8 | -1 | -0.3
Cc1cccc(-c2ncc(CN3CCN(C4CCCC4)C(CCO)C3)cn2)c1 (centres undefined) | -3 | 3 | i | 6 | 0.1 | 13 | 1 | 0 | -1 | 0.0
CC(C)c1ccc(Nc2nnc(SCC(=O)Nc3ncc(S(=O)(=O)c4ccc([N+](=O)[O-])cc4)s3)s2)cc1 | -4 | 27 | i | 36* | 3.5 | -5 | -13 | 1 | 3 | -0.2
COc1cc(-c2cnc3c(NC=O)cc(-c4ccccc4Cl)cn23)cc(OC)c1OC | x | -3 | i | 9 | 2.4 | -12 | 7 | 17 | 2 | 0.1
CCc1ccc(NC(=O)c2ccnc(C(C)(C)C)c2)cc1 | -1 | -1 | i | 3 | -1.1 | 0 | -2 | -15 | -3 | -0.5
CCOC(=O)C1=C(C)OC(N)=C(C#N)C1c1cc(OC)c2c(c1)OCO2 (centres undefined) | -2 | 3 | i | 0 | 0.3 | 2 | -8 | 3 | -1 | -0.6
CN(CC(=O)Nc1ccccc1Br)C(=O)CNC(=O)Cc1cccc2ccccc12 | -8 | -1 | i | -5 | 0.0 | 4 | -2 | 10 | -2 | -0.4
Cc1ccc(Cl)cc1NC(=O)Nc1cccs1 | 1 | -5 | i | -1 | -0.4 | -7 | 2 | 14 | -1 | -0.3
COC(=O)Nc1ccc(S(=O)(=O)N2CCN(CCN3C(=O)C4C5C=CC(C5)C4C3=O)CC2)cc1 (centres undefined) | 5 | 2 | i | -4 | -1.8 | 4 | 7 | 22 | 2 | -0.4
COc1ccc(C2=NOC(C)(c3nnc(-c4ccc(F)cc4)o3)C2)cc1 (centres undefined) | -8 | 2 | i | -4 | 0.7 | 4 | 2 | 12 | -1 | -0.4
NC(=O)C1(N2CCCCC2)CCN(C2CC(=O)NC2=O)CC1 (centres undefined) | -6 | -2 | i | 4 | -3.7 | 12 | -4 | 2 | -1 | -0.5
Cn1c(=O)c2c(SCC(N)=O)nc(CC(C)(C)C)nc2n(C)c1=O | -1 | 2 | i | 0 | 0.0 | -2 | 3 | 0 | 1 | -0.5
Cc1cnc(C(=O)OCC(=O)N2CCc3ccccc3C2)cn1 | 0 | -3 | i | -2 | -0.9 | -2 | 1 | 7 | 2 | 0.5
Cc1ccccc1OCc1nnc(SCC(=O)O)n1Cc1ccccc1 | -1 | 1 | i | 3 | -1.1 | 11 | 0 | 4 | 1 | 0.8
Nc1cc(=O)[nH]c(=S)n1-c1ccccc1 | 5 | 5 | i | -1 | -0.9 | 7 | 4 | -24 | -3 | -1.1
COc1ccc(-n2c(=O)c3ccccc3n(CC(=O)Nc3cc(C)on3)c2=O)cc1OC | -13 | 1 | i | 3 | -0.2 | 5 | -5 | -11 | -1 | -1.0
COc1ccc(C(=O)N2CCC(N3CCN(c4ccccc4)CC3)CC2)cc1OC | 0 | 0 | i | 3 | -1.1 | 2 | -2 | 1 | -1 | -1.1
CCCC(=O)N1CCc2cc(-c3nc(N)sc3C)ccc21 | -6 | -2 | i | 1 | -2.6 | 8 | -2 | 12 | -1 | -0.6
CCOc1ccc(S(=O)(=O)N2CCC(C(=O)NCc3ccccn3)CC2)cc1 | -8 | -2 | i | -4 | -0.9 | 5 | 9 | -1 | -2 | -0.7
CCOC(=O)CN1NC2(CCC(C)CC2)NC1=S (centres undefined) | -1 | 0 | i | 5 | -4.7 | 1 | 0 | 7 | 6 | -0.3
Cc1cccc(-n2c(O)c(C=NCc3ccccn3)c3ccccc3c2=O)c1 | 6 | -3 | i | 5 | -0.2 | 12 | -15 | 7 | 2 | -1.6
COCCSc1nnc(NC(=O)Cc2cccs2)s1 | 1 | 9 | i | 1 | -1.0 | -10 | 2 | 10 | -2 | 0.4
Cc1ccc(C(=O)NC2CCN(Cc3ccccc3)CC2)cc1S(=O)(=O)N1CCOCC1 | 19 | -1 | i | -4 | -1.4 | 2 | 4 | 1 | 0 | -0.2
COc1ccc([N+](=O)[O-])cc1NS(=O)(=O)c1cc(C(=O)NCc2cccnc2)ccc1Cl | -3 | 3 | i | -2 | 0.6 | -7 | -13 | 1 | -1 | -0.1
Cc1c(Cl)cccc1NC(=S)N(C)CCC#N | 0 | 2 | i | -7 | -0.7 | -3 | 2 | 2 | 0 | -0.4
CC(=O)Nc1ccc2nc(NC(=O)COc3ccccc3C)sc2c1 | -9 | 1 | i | -9 | 0.2 | -2 | 0 | 9 | -1 | -0.4
O=C(CCc1ccccc1Cl)Nc1ccc(S(=O)(=O)Nc2nccs2)cc1 | -4 | 0 | i | -4 | -0.1 | -19 | 16 | 6 | 0 | 0.1
CCC(C(=O)O)n1c(C(F)(F)F)nc2ccccc21 (centres undefined) | 1 | 3 | i | -3 | -1.2 | -1 | -2 | 8 | 3 | 0.1
CCOC(=O)C1CCCN(C(=O)c2cccc3ccccc23)CC1 (centres undefined) | x | 2 | i | 1 | -1.2 | -6 | 0 | 1 | 0 | -0.2
C=CCOc1cccc(C(=O)N(C)C2CCCN(Cc3ccccc3F)C2)c1 (centres undefined) | -5 | -1 | i | -3 | -0.5 | 20 | 2 | -4 | 1 | -0.5
COC(=O)CSc1nnc(COc2ccc3ccccc3c2)o1 | -6 | -1 | i | -5 | -0.1 | -9 | -4 | 16 | 2 | -0.4
O=C1c2ccccc2-c2nc3ccccc3nc21 | -9 | -3 | i | -5 | 1.6 | 5 | -10 | -1 | -2 | -0.4
O=C(NC(=S)N1CCN(c2ccc(Cl)cc2[N+](=O)[O-])CC1)c1ccco1 | -13 | -6 | i | 3 | 1.4 | 6 | -15 | 4 | -3 | 3.6

Just Tb MetRS inh, for some of the entries so far:
Structure | Tb MetRS inh
Cc1cccc(-n2c(O)c(C=NCc3ccccn3)c3ccccc3c2=O)c1 | -1.6
CC(=O)Nc1ccc2nc(NC(=O)COc3ccccc3C)sc2c1 | -0.4

4 of these compounds, reformatted.
Scp-1 inhibitor | DNMT1 inh | Neddyl block | NadD block | LMPTP block | NRP1-CendR mod | SUMO1 PPI mod | SKN-1 inh | STEP block | Tb MetRS inh | mol
-6 | -2 | i | 4 | -3.7 | 12 | -4 | 2 | -1 | -0.5 | NC(=O)C1(N2CCCCC2)CCN(C2CC(=O)NC2=O)CC1 (centres undefined)
-1 | 2 | i | 0 | 0.0 | -2 | 3 | 0 | 1 | -0.5 | Cn1c(=O)c2c(SCC(N)=O)nc(CC(C)(C)C)nc2n(C)c1=O
0 | -3 | i | -2 | -0.9 | -2 | 1 | 7 | 2 | 0.5 | Cc1cnc(C(=O)OCC(=O)N2CCc3ccccc3C2)cn1
-1 | 1 | i | 3 | -1.1 | 11 | 0 | 4 | 1 | 0.8 | Cc1ccccc1OCc1nnc(SCC(=O)O)n1Cc1ccccc1

Next part.
SMILES | Scp-1 inhibitor | DNMT1 inh | Neddyl block | NadD block | LMPTP block | NRP1-CendR mod | SUMO1 PPI mod | SKN-1 inh | STEP block | Tb MetRS inh
Cc1c(C(=O)C(=O)NCCCn2ccnc2)c2ccccc2n1C | -4 | 1 | i | -3 | -2.8 | -3 | 2 | -10 | 0 | -0.3
COc1ccc(OC)c(N(C(=O)c2ccco2)C(C(=O)NC2CCCC2)c2ccc(N3CCOCC3)cc2)c1 (centres undefined) | -5 | 2 | i | 2 | -1.2 | 4 | 0 | 4 | 3 | -0.1
Cc1ccc(CN2CCN(CCCn3cnc4c(OCc5ccccc5)ncnc43)CC2)cc1 | 8 | 0 | i | -5 | -0.1 | 7 | -3 | -12 | 0 | -0.2
COc1ccc(N(Cc2ccccc2)S(=O)(=O)c2cccc(C(=O)Nc3ccccn3)c2)cc1 | 7 | -1 | i | -1 | 2.1 | -7 | 3 | -2 | -4 | -0.6
CN(CC(=O)Nc1ccc(Cl)c(Cl)c1)C(=O)CN1C(=O)NC2(CCCC2)C1=O | -9 | -2 | i | -4 | 0.1 | 1 | 6 | 2 | -1 | -0.1
O=C(NCc1ccc(CNC(=O)c2ccco2)cc1)c1ccco1 | -2 | 0 | i | -2 | 0.4 | -5 | 5 | 3 | -5 | -0.3
C=CC[C@@H](CC(=O)NCCO)C(=O)N[C@H](COC(=O)[C@H](CC=C)CC(=O)OC(C)(C)C)Cc1c[nH]c2ccccc12 | -5 | 3 | i | 0 | 2.2 | -10 | 1 | 15 | -1 | -0.5
O=C(Nc1ccc(Cl)c(C(F)(F)F)c1)C1Cc2c(-c3ccc4c(c3)OCO4)ccnc2O1 (centres undefined) | x | -19 | i | 8 | 4.0 | 6 | 5 | -2 | -1 | 0.0
CS(=O)(=O)N1CCCCC1c1cc(C(=O)Nc2ccc3c(c2)OCO3)no1 (centres undefined) | x | -2 | i | 1 | 0.3 | -2 | 0 | 9 | -3 | -0.3
